Bioassay records from PubChem BioAssay.
FXIa inh mix: inhibitors of human coagulation factor XIa, pooled mixtures | 62,000 compounds, 0.19% hits | inhibition, % at 5 µM | purified FXIa, fluorogenic substrate | P03951; in the data active means inhibition above about 20%, passing the limit was not always enough;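 further: each value is inhibition by a whole ten-compound pool holding the compound; 0% = enzyme with no mixture and 100% = wells lacking enzyme; strong numbers were not always called active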
Cathepsin G inh: blocks human cathepsin G enzyme activity; 62,000 compounds, 0.2% hits; inhibition, % at 5 µM (by protocol); purified enzyme, AMC-tetrapeptide fluorescence, pooled mixtures; P08311;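 active means inhibition above 20% in each of the two mixture wells holding the compound; inactive means inhibition of 20% or less in either well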;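 further: 0% = enzyme control without mixture and 100% = blank lacking enzyme; strong numbers were not always called active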
CatS inh: inhibitors of human cathepsin S. recombinant cathepsin S, AMC dipeptide fluorescence, pooled mixtures. P25774. inhibition, %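 (tested at 5 µM per compound within 10-compound mixtures)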. 62,000 compounds, 0.06% hits; in the data active means inhibition above about 32%, passing the limit was not always enough;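 further: 0% = enzyme without compound and 100% = blank without enzyme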
AP complement: alternative pathway complement inhibition, orthogonal assay | Human serum alternative complement pathway, LPS-coated ELISA, C3 deposition; tested in compound mixtures | inhibition, % at 5 µM | 62,000 compounds, 0.08% hits | AID 1235;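 active means inhibition above 30% in each of the two pooled mixtures holding the compound, so the lower value exceeds 30%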;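 further: 0% = serum in Mg-EGTA without compound and 100% = EDTA serum blank; some compounds past the cut are filed as inactive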
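Test system: human serum alternative complement pathway, C3 deposition on LPS-coated wells; also added: Plate-bound LPS; doses: 5 µM per compound in ten-compound mixtures; schedule: 1 h at 37 °C; detection: Anti-C3 ELISA, OD 450 nm; evaluation: percent inhibition of C3 deposition onto LPS; repeats: two pool placements per compound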
CatB mixtures: human cathepsin B inhibition by mixtures; P07858; Purified cathepsin B, AMC dipeptide fluorescence, compound mixtures; inhibition, %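 (ten-compound pools at 5 µM per compound and 50 µM total)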; 62,000 compounds, 0.06% hits; in the data active means inhibition above about 22%, passing the limit was not always enough;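 further: 0% = enzyme without compound and 100% = no enzyme blank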
C1s block: human complement C1s inhibition; 62,000 compounds, 0.16% hits; P09871; purified C1s, fluorogenic AMC substrate, pooled mixtures; mean inhibition % of two 10-compound mixtures (hits give high values), % at 5 µM (by protocol); AID 538;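 active means inhibition above 20% in each of the two 10-compound mixture wells holding the compound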;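 further: 0% = enzyme wells lacking compound mixture and 100% = no-enzyme blank wells; some compounds called inactive have numbers as strong as hits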
CatL block: inhibitors of human cathepsin L; P07711; inhibition, %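 (tested at 10 µM)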; 58,000 compounds, 0.17% hits; purified cathepsin L, fluorogenic substrate, fluorescence; in the data active means inhibition above about 45%;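 further: 0% = enzyme with no compound and 100% = no enzyme blank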
Ec RNAP inh: blocks E. coli RNA polymerase transcription; 62,000 compounds, 0.2% hits; fluorescence transcription assay; P0A8V2; inhibition, %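 (tested at 10 µM)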; in the data active means inhibition above about 20%;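 further: 0% = enzyme without compound and 100% = no enzyme blank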
Target sequence (P0A8V2 whole entry, looked up): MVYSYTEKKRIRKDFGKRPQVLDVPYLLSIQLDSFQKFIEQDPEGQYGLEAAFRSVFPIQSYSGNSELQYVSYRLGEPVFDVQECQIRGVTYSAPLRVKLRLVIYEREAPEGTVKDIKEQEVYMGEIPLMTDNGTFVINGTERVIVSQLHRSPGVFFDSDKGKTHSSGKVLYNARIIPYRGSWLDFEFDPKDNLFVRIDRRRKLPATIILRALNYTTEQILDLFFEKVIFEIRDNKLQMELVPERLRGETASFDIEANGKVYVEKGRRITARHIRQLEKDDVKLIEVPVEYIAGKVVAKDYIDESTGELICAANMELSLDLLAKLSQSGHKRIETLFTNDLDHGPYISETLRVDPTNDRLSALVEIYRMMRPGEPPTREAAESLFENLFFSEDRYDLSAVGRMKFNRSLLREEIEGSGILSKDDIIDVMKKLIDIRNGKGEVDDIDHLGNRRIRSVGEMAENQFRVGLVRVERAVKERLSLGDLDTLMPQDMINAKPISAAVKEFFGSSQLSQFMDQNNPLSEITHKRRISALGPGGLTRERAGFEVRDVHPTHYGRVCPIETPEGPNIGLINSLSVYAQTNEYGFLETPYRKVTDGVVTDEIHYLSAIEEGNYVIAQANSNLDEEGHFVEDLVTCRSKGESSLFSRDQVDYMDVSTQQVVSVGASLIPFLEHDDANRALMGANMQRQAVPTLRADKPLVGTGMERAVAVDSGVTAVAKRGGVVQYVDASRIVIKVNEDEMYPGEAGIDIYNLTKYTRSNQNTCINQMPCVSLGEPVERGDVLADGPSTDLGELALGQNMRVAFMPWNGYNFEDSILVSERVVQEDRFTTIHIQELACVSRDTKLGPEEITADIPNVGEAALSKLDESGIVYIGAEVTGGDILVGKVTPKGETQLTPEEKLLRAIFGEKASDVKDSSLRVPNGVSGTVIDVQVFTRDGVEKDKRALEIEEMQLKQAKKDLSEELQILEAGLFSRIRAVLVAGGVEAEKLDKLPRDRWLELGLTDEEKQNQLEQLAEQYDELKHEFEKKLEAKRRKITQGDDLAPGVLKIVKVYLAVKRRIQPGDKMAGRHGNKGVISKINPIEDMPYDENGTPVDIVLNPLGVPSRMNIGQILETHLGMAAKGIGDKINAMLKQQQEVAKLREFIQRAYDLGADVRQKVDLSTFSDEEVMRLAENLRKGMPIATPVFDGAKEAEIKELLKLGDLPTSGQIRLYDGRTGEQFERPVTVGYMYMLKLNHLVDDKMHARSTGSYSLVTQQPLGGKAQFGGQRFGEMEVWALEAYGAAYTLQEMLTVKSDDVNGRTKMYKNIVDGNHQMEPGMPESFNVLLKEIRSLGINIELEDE
CatB inh: inhibitors of human cathepsin B | P07858 | purified cathepsin B, fluorogenic substrate, fluorescence | inhibition, %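 (tested at 10 µM)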 | 63,000 compounds, 0.1% hits | AID 453; in the data active means inhibition above about 21%;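 further: 0% = enzyme with no compound and 100% = no enzyme blank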
* = called active by the depositor; . = not tested or not shown. This is a subset; count on the stated rates, not on these rows.

Compound	FXIa inh mix	Cathepsin G inh	CatS inh	AP complement	CatB mixtures	C1s block	CatL block	Ec RNAP inh	CatB inh
CCOc1ccc(NC(=O)COc2nsnc2N2CCCCC2)cc1	10.3	-1.4	11.7	16.9	-1.9	-0.8	7.5	4.7	-0.4
O=C(CSc1nnc(CNC(=O)c2cccs2)o1)NCCc1ccccc1	5.6	3.0	-3.1	9.9	6.7	-1.4	7.8	12.0	0.3
COc1cccc(C2c3c(oc4ccccc4c3=O)C(=O)N2CCCN2CCOCC2)c1 (centres undefined)	7.4	12.7	-2.9	18.3	5.4	17.3	.	3.5	-2.1
O=C(COC(=O)c1ccc2c(c1)OCO2)NCc1ccc(Cl)cc1	3.1	8.0	-3.9	5.8	2.3	10.9	-4.3	2.5	1.8
Cc1ccc(SCCC(=O)N2CCOCC2)cc1	19.1	7.5	-3.4	3.0	1.9	6.5	-8.6	2.1	-2.9
O=C1NC(c2ccccc2)(C(F)(F)F)C(=O)N1Cc1cccnc1 (centres undefined)	4.7	9.6	17.4	7.3	3.1	18.2	0.1	5.1	0.4
COC(=O)c1ccc(NC(=O)c2cnc3scc(C)n3c2=O)cc1	5.6	10.7	4.0	12.2	5.3	9.2	2.6	5.0	4.3
COc1ccccc1Oc1c(C)oc2c(CN3CCN(CCO)CC3)c(O)ccc2c1=O	-3.9	3.3	-6.9	6.7	0.9	-61.4	-142.1	-5.4	1.4
N#CC1=C(N)Oc2n[nH]c(-c3ccccc3)c2C1c1cccnc1 (centres undefined)	6.6	16.3	16.8	3.2	3.9	13.2	-4.0	8.7	3.3
CC1CCCCN1CCNc1nc(=S)[nH]c2ccccc12 (centres undefined)	8.8	0.3	0.0	22.6	4.7	-24.2	-0.2	3.0	-4.1
O=C(c1cc2ccccc2c(=O)o1)N1CCCc2ccccc21	0.8	7.0	1.3	10.2	3.4	3.2	1.7	1.6	1.9
COc1ccccc1-c1cc(C(=O)N2CCN(c3ccccc3OC)CC2)no1	6.4	11.2	-5.9	19.9	4.8	17.1	-10.8	2.5	2.3
N#Cc1c(NC(=O)CSC2=NCCS2)sc2c1CCCC2	5.2	-8.6	-5.9	0.4	1.7	-4.6	-2.4	-0.1	2.4
Cc1ccccc1NC(=O)c1cc(N)ccc1N1CCCCC1	6.1	0.2	15.9	15.7	0.4	-7.6	1.4	2.2	2.9
C=CCn1c(SCC#N)nc2ccccc2c1=O	3.6	1.3	-5.7	8.2	0.1	-2.7	1.9	6.8	2.5
Cn1c(Cn2c(=O)sc3ccccc32)nnc1SCc1ccccc1	1.9	-11.9	-2.6	-8.0	-1.1	-24.9	.	-2.2	2.6
Cc1ccc(C)c(N2CCN(S(=O)(=O)c3c(C)noc3/C=C/N(C)C)CC2)c1	-0.8	11.2	18.4	13.8	4.0	12.3	20.5	10.5	0.4
CC(C)CCn1c(N2CCN(c3cccc(Cl)c3)CC2)nc2c1c(=O)[nH]c(=O)n2C	11.7	5.6	1.9	26.8	0.6	-0.9	-10.3	4.7	-1.9
CCSc1nnc(NC(=O)c2ccc3c(c2)OCO3)s1	-6.8	8.0	6.6	4.0	1.9	-20.1	7.8	4.8	6.2
N#CCSc1nnc(Cc2cccc3ccccc23)n1C1CCCCC1	2.1	-1.7	5.3	-6.3	3.1	-0.8	-0.4	4.4	-0.6

Ordered by the number under CatB inh (largest number first): 3 from the list above
Compound	FXIa inh mix	Cathepsin G inh	CatS inh	AP complement	CatB mixtures	C1s block	CatL block	Ec RNAP inh	CatB inh
CCSc1nnc(NC(=O)c2ccc3c(c2)OCO3)s1	-6.8	8.0	6.6	4.0	1.9	-20.1	7.8	4.8	6.2
C=CCn1c(SCC#N)nc2ccccc2c1=O	3.6	1.3	-5.7	8.2	0.1	-2.7	1.9	6.8	2.5
N#Cc1c(NC(=O)CSC2=NCCS2)sc2c1CCCC2	5.2	-8.6	-5.9	0.4	1.7	-4.6	-2.4	-0.1	2.4

Continued:
Compound	FXIa inh mix	Cathepsin G inh	CatS inh	AP complement	CatB mixtures	C1s block	CatL block	Ec RNAP inh	CatB inh
Cc1ccc(NC(=O)c2nc[nH]c2C(=O)N2CCCCC2)c(C(=O)c2ccccc2)c1	30.2	54.7	0.9	17.1	0.1	14.2	-2.9	5.5	0.7
Cc1ccc(OCn2c(=O)sc3ccccc32)cc1	-5.3	-14.7	-4.9	-1.9	-2.9	-65.6	15.1	2.0	0.5
O=c1c2ccccc2nc(SCc2cn3ccsc3n2)n1-c1ccccc1	4.8	-0.2	5.3	20.5	7.6	2.0	5.3	3.4	-4.7
COc1cccc(N2CCN(C3CC(=O)N(c4ccc(Cl)cc4)C3=O)CC2)c1 (centres undefined)	1.5	-5.5	16.2	-7.4	0.6	-1.6	26.7	12.2	3.5
O=S1(=O)CC(O)C(Nc2ccccc2Cl)C1 (centres undefined)	8.4	2.2	5.8	11.7	5.7	3.0	-2.0	.	-0.7
C=CCn1c(SCC(=O)Nc2c(C)cccc2C)nnc1-c1ccncc1	12.9	24.9	-4.4	15.4	-1.1	13.9	8.1	0.1	8.5
COC(=O)CN(c1ccc(OC)cc1)S(=O)(=O)c1c(C)noc1C	28.6	12.1	0.1	18.9	6.8	31.1	-2.3	4.3	-7.1
N#Cc1nc(COc2ccc(F)cc2)oc1NCCCn1ccnc1	12.2	3.8	-1.6	0.4	1.0	9.6	-12.5	1.2	2.6
O=C(NCCCN1CCOCC1)c1ccc(CS(=O)(=O)c2ccc(Br)cc2)o1	2.1	10.8	3.3	15.5	1.4	17.6	.	5.1	0.3
COc1ccc(S(=O)(=O)N2CCC(C(=O)Nc3cccc(C(C)=O)c3)CC2)cc1C	5.8	-11.1	7.8	-31.2	4.5	-10.8	13.6	-0.4	8.2
O=C(COC(=O)CCN1C(=O)c2ccccc2C1=O)Nc1ccc(S(=O)(=O)N2CCCC2)cc1	-2.4	2.8	-15.8	5.6	-2.3	-47.5	12.5	.	4.3
O=C(CCNC(=O)c1ccc(Br)o1)NCc1ccccn1	2.0	7.7	2.0	16.9	3.7	0.3	6.7	6.3	5.2
Nc1n[nH]c2c1C1(CCCCC1)Cc1ccccc1-2	5.7	2.1	10.3	0.0	-2.1	2.5	-6.8	1.8	-1.8
O=c1cc(-c2ccccc2)nc(N2CCCCC2)[nH]1	1.9	-4.0	-2.4	-4.7	-2.4	-2.3	21.8	-0.4	1.9
C=CCn1c(SC(CCO)C(=O)NCc2ccco2)nc2sc3c(c2c1=O)CCC3 (centres undefined)	1.4	7.3	1.3	12.7	1.9	5.2	.	0.6	2.6
Cc1ccc(OCCN2C(=O)c3ccccc3C2=O)c(C)c1	3.2	11.1	8.9	-8.4	6.7	15.2	22.9	13.7	3.6
O=C(CN1C(=O)NC2(CCCc3ccccc32)C1=O)N1CCN(C(=O)c2ccco2)CC1 (centres undefined)	5.2	1.3	2.7	6.0	0.4	-0.8	6.5	2.5	0.9
Cc1ccc(N2CC(C(=O)Nc3nnc(C(C)C)s3)CC2=O)cc1 (centres undefined)	4.0	8.5	-4.8	8.7	4.8	12.9	0.7	9.4	2.4
Cc1nnc(SCC(=O)Nc2sccc2C(N)=O)n1Cc1ccccc1	-1.0	7.1	10.9	5.2	-0.4	4.4	12.1	8.1	6.2
O=C1CSC(c2ccccn2)N1c1ccccc1 (centres undefined)	2.3	-7.9	7.3	-9.6	0.9	-19.4	13.8	7.8	8.9
Cc1cc(C)c2c(n1)nn1c(NCCN3CCOCC3)cc(C)nc21	-15.9	-22.5	-8.3	-4.8	-5.0	-92.3	-75.3	.	-6.0
CCC1(C(=O)OC)NC(c2ccco2)C2C(=O)N(c3ccc(C)cc3)C(=O)C21 (centres undefined)	-5.6	1.4	5.9	-2.6	2.4	-9.0	23.2	11.2	5.2
CC1CCC(n2c(=S)[nH]c3ccccc3c2=O)CC1 (centres undefined)	5.9	-5.6	7.0	-18.2	3.4	-1.7	14.0	5.3	6.5
O=C(CCN1C(=O)COc2ccccc21)NCc1cccs1	-0.5	6.1	-10.3	7.8	2.8	-2.6	7.2	0.0	4.3
COc1ccc(OC)c(-n2c(SCC(=O)NCc3ccco3)nnc2-c2c[nH]c3ccccc23)c1	-1.5	-5.5	16.9	-8.6	2.0	-39.0	.	4.4	2.8
Cc1onc(-c2ccccc2Cl)c1C(=O)NC1CCS(=O)(=O)C1 (centres undefined)	8.5	0.0	2.2	21.0	5.2	1.6	.	4.8	1.1
COc1ccc2nc(NC(=O)CSc3nc4cccnc4n3C)sc2c1	-3.0	8.4	-3.0	2.8	-6.7	4.2	.	5.2	2.7
N#CCCN(C(=O)Nc1ccccc1)c1ccccc1	4.9	-5.2	-7.5	0.7	-1.0	-11.4	2.6	-5.9	0.3
COc1ccc(N2CCN(CCNC(=O)c3cccn4c(=O)c5ccc(Cl)cc5nc34)CC2)cc1	8.0	4.5	-3.5	12.2	0.5	-30.6	7.2	-0.2	2.2
CCCc1c(C)c2ccc(OCC(C)=O)cc2oc1=O	1.1	-0.7	37.3	9.8	41.2	-10.0	-68.7	-6.4	-3.3
O=C(c1cccc(OC(F)F)c1)N1CCN(c2ncccn2)CC1	6.6	-1.3	-3.8	15.6	3.7	0.0	5.2	-0.2	-5.2
COc1ccc(-n2nc3c(c2NC(=O)c2c(F)cccc2Cl)CS(=O)C3)cc1 (centres undefined)	0.5	4.6	-14.0	16.1	1.8	-18.3	.	0.3	-2.3
CCN(C(=O)c1ccnc(C(C)(C)C)c1)c1ccccc1	8.3	5.3	13.9	-0.5	3.3	0.8	4.8	6.8	12.9
Cc1cc(-c2nc3ncccc3o2)ccc1N	-8.2	-6.0	30.6	4.5	37.8	-80.4	-59.1	-49.5	-11.2
COc1ccc2oc(C(=O)CCC(=O)O)c(N)c2c1	-3.5	3.0	-2.5	7.4	-1.9	-23.6	3.6	1.5	3.8
COc1ccc(-c2nc(CS(=O)CC(=O)NCc3cccnc3)c(C)o2)cc1OC (centres undefined)	6.6	-0.4	4.5	10.4	1.5	1.8	.	-0.4	1.9
Cc1cc2cc(CN(Cc3ccc4c(c3)OCO4)C(=O)c3ccco3)c(=O)[nH]c2cc1C	-9.9	-9.5	-30.0	-8.2	-13.7	-69.3	-1.5	3.9	1.4
CCOC(=O)N1CCN(C(=O)CCS(=O)(=O)c2ccc(Br)s2)CC1	1.6	5.4	-6.7	11.8	2.9	-12.6	4.2	4.9	1.9
CCCOc1ccc(NC(=O)c2c(-c3ccccc3)noc2C)cc1	0.7	4.8	5.2	7.5	-0.2	9.1	.	12.7	4.2
Cn1cnc2c(N3CCCCC3)nccc21	8.3	11.4	12.0	5.4	6.3	2.5	7.0	11.5	0.2
CCOc1cc(C)c(Cl)cc1S(=O)(=O)NCC1CCCO1 (centres undefined)	2.8	-6.9	18.6	-13.2	2.4	-24.2	28.4	2.5	4.7
CCOC(=O)CN1CC23C=CC(O2)C(C(=O)Nc2ccc(F)cc2)C3C1=O (centres undefined)	-9.8	-10.3	-6.7	15.6	-1.1	-133.7	11.6	2.9	-4.2
O=c1[nH]c(Nc2ccccc2)cc2ccccc12	1.1	8.5	.	21.8	17.6	8.4	5.6	4.8	5.8
O=C(O)c1oc2ccccc2c1-n1cccc1	-2.8	11.2	2.9	-0.8	-6.5	4.8	1.6	12.2	-1.0
CC(=O)C1C(c2ccc(Cl)cc2)NC(=O)NC1(O)C(F)(F)F (centres undefined)	2.6	-4.0	9.5	12.8	3.8	-9.4	19.4	5.6	-3.6
CCN(CC(=O)NCc1cccs1)c1nnnn1-c1ccccc1	7.2	12.5	18.8	2.2	3.9	13.3	11.9	11.2	-1.0
